INS-1E GSIS act: GLuc luminescence reporter in INS-1E cells, primary screen for activators of glucose-dependent secretion of insulin | INS-1E GLuc reporter insulin secretion, 2-3 h | activation, % at 16.6 µM | 0.61% of 370,000 active | AID 743287, 2014;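 active means lowest replicate activation of at least 40%, so every replicate reaches that level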;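 further: 0% = median of neutral control wells and 100% = median of IBMX positive control wells; some compounds called inactive have numbers as strong as hits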
CFTR F508del cor: F508del CFTR correction, initial screen, CFBE line, single point; CFBE cells, YFP halide quenching; stimulated with forskolin plus potentiator P3; % fluorescence drop versus neutral controls; activity (quench increase), % at 7.58 µM; 0.36% of 350,000 active; AID 720511, 2013;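 active means mean added fluorescence quench of at least 8% versus neutral control, with both replicates also reaching 8%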;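 further: cells transiently co-express mutant CFTR-F508del with the halide-sensitive YFP; corrector assay measuring rescue of mutant channel to the surface after 24 h compound exposure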
FN deposition inh: inhibitors of fibronectin matrix deposition, primary screen, AH1F cells, Alexa488-fibronectin fluorescence, plate reader | inhibition, % at 12.6 µM | 0.086% of 350,000 active | AH1F fibroblasts, overnight;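 active means mean inhibition across replicates of 30% or more, regardless of how many single replicates reach that level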;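 further: positive control wells lacked labelled fibronectin entirely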
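Assay system: AH1F fibroblast monolayer, labelled fibronectin deposition. Amount: 10000 cells per well. Also added: labelled fibronectin 24 nM. Compound: single-point pinned compound. Incubation: cell attachment 1 h, compound and FN exposure overnight. Detection: fluorescence after three HBSS washes, excitation 485 nm, emission 525 nm. Read-out: inhibition of fibronectin deposition signal.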
* hit, by the source's call.

Nc1nc2c(ncn2[C@@H]2O[C@H](C(=O)N[C@H](Cc3ccccc3)C(=O)O)[C@@H](O)[C@H]2O)c(=O)[nH]1 was read as CFTR F508del cor -1.4 and FN deposition inh 0.
`O=c1c(-c2ccccc2)nc2ccccc2n1C(CCc1ccccc1)c1nc2ccccc2[nH]1` (centres undefined) gave CFTR F508del cor -3.7 and FN deposition inh 2.
For Nc1ccn([C@@H]2O[C@H](C(=O)N[C@H](Cc3ccccc3)C(=O)Nc3ccc4scnc4c3)[C@@H](O)[C@H]2O)c(=O)n1 the results were CFTR F508del cor 0.3 and FN deposition inh -1.
For COC(=O)C1=C(C)N(Cc2ccc(Br)cc2)C(=S)NC1c1ccccc1 (centres undefined) the results were CFTR F508del cor -0.3 and FN deposition inh -5.
`COC(=O)c1ccc(C23CC4(C2)[C@H](CN(Cc2ccc(C(F)(F)F)cc2)[C@@H]4c2ccccc2)C3c2ccc(Cl)nc2)cc1` (some centres undefined) gave CFTR F508del cor 1.7 and FN deposition inh 3.
Cc1ccc(-c2nc3ccccn3c2Nc2ccccc2)o1 was read as CFTR F508del cor -2.1 and FN deposition inh -1.
Screening COC(=O)[C@]12C[C@H](CC(=O)NCC34CC5CC(CC(C5)C3)C4)C(=O)N(Cc3ccccc3)C1=C[C@H](C1CCCC1)O[C@@H]2C returned CFTR F508del cor -2.1 and FN deposition inh 1.
For Cc1ccc(C2N(c3cccc(Cl)c3)C(=O)N3CCCN23)cc1 (centres undefined) the results were CFTR F508del cor 3.1 and FN deposition inh 0.
For Cc1cccc(C)c1NC(=O)COC(=O)c1c2c(nc3ccccc13)/C(=C\c1ccc3c(c1)OCO3)CCC2 the results were CFTR F508del cor 2.4 and FN deposition inh -4.
Screening CC(C(=O)NC1CCCC1)N1CCN(Cc2ccccc2)CC1 (centres undefined) returned CFTR F508del cor -2.6 and FN deposition inh 10.
Screening C[C@@H]1CN(C(=O)OC(C)(C)C)CCN1c1ccc(N2CC[C@@H](O)C2)c(C#N)c1 returned CFTR F508del cor -3.1 and FN deposition inh -16.
COc1ccc(/C=N/Nc2nc(-c3cccc(S(=O)(=O)N4CCCC4)c3)cs2)c(OC)c1 was read as CFTR F508del cor 1.1 and FN deposition inh 2.
`Cc1cc2c(c(=O)o1)[C@@]1(C(=O)Nc3ccccc31)C1=C(CCCC1=O)O2` gave CFTR F508del cor -0.9 and FN deposition inh 2.
COC(=O)/C=C1\NCCNC1=O was read as CFTR F508del cor -0.8 and FN deposition inh 5.
For Cc1cccc(Nc2nnc(SCC3CCCCO3)s2)c1C (centres undefined) the results were CFTR F508del cor 2.5 and FN deposition inh 15.
For COc1ccc2c3c([nH]c2c1)[C@H](CO)N(Cc1ccccc1)CC31CCN(S(=O)(=O)c2ccc(C)cc2)CC1 the results were INS-1E GSIS act 8 and CFTR F508del cor -2.6.
For COc1ccc2c3c([nH]c2c1)[C@@H](CO)N(CC1CCOCC1)CC31CN(C(=O)c2ccc(F)cc2)C1 the results were INS-1E GSIS act 8 and CFTR F508del cor 0.3.
`Cc1c(N(C(=O)c2ccccn2)C2(C(=O)NC3CCCCC3)CCCCC2)c(=O)n(-c2ccccc2)n1C` gave INS-1E GSIS act -4 and CFTR F508del cor -0.2.
Screening O=C(NCCCN1CCOCC1)c1c(-c2ccccc2)oc2c1C(OCCCCCO)CCC2 (centres undefined) returned INS-1E GSIS act 28 and CFTR F508del cor -2.5.
O=C(NNC(=O)c1ccccc1[N+](=O)[O-])Nc1ccccc1C(F)(F)F was read as INS-1E GSIS act 6 and CFTR F508del cor 2.0.
Screening COc1ccc2c3c([nH]c2c1)[C@@H](CO)N(C(C)=O)CC31CN(C(=O)Nc2ccc(F)cc2)C1 returned INS-1E GSIS act 10 and CFTR F508del cor -2.8.
`CCOc1ccc(CCNC(=O)C(CCC(N)=O)NC(=O)OCc2ccccc2)cc1OCC` (centres undefined) gave INS-1E GSIS act 7 and CFTR F508del cor 0.0.
COc1ccc2c3c(n(C)c2c1)[C@H](CO)N(C(=O)Nc1ccc(F)cc1)CC31CN(C(=O)Nc2c(C)noc2C)C1 was read as INS-1E GSIS act -27 and CFTR F508del cor -0.8.
`COc1ccc2c3c(n(C)c2c1)[C@H](CO)N(CC1CCCC1)CC31CCN(C(=O)CN(C)C)CC1` gave INS-1E GSIS act -7 and CFTR F508del cor 2.8.
`COc1ccc2c3c(n(C)c2c1)[C@H](CO)N(Cc1ccccc1F)CC31CN(C(=O)C2CC2)C1` gave INS-1E GSIS act -11 and CFTR F508del cor -3.5.
Screening CCC(=O)N1CCC2(CC1)CN(C(C)=O)[C@H](CO)c1[nH]c3cc(OC)ccc3c12 returned INS-1E GSIS act 14 and CFTR F508del cor -1.6.
Screening COc1ccccc1C=NN1C(=O)CSC1=S returned INS-1E GSIS act 6 and CFTR F508del cor -1.8.
CC(NC(=O)c1ccc(OC2CCN(S(=O)(=O)N(C)C)CC2)cc1)C1CC1 (centres undefined) was read as INS-1E GSIS act -3 and CFTR F508del cor -2.5.
`O=C(NC1=NCCS1)c1cccc2ccccc12` gave INS-1E GSIS act -2 and CFTR F508del cor -1.5.
O=C(CNC(=S)N(Cc1ccccc1)Cc1cccnc1)NCc1ccccc1 was read as INS-1E GSIS act -6 and CFTR F508del cor -1.0.

Some of these compounds in order of number of heavy atoms, rising.
For COC(=O)C1=C(C)N(Cc2ccc(Br)cc2)C(=S)NC1c1ccccc1 (centres undefined) the results were CFTR F508del cor -0.3 and FN deposition inh -5.
COc1ccc(/C=N/Nc2nc(-c3cccc(S(=O)(=O)N4CCCC4)c3)cs2)c(OC)c1 was read as CFTR F508del cor 1.1 and FN deposition inh 2.
`CCOc1ccc(CCNC(=O)C(CCC(N)=O)NC(=O)OCc2ccccc2)cc1OCC` (centres undefined) gave INS-1E GSIS act 7 and CFTR F508del cor 0.0.
For COc1ccc2c3c([nH]c2c1)[C@H](CO)N(Cc1ccccc1)CC31CCN(S(=O)(=O)c2ccc(C)cc2)CC1 the results were INS-1E GSIS act 8 and CFTR F508del cor -2.6.

(list continues)
CC(C(=O)Nc1nc2ccccc2s1)n1cc([N+](=O)[O-])cn1 (centres undefined) was read as INS-1E GSIS act -21 and CFTR F508del cor 1.7.
`CCOC(=O)c1cc2c(ccn2-c2ccc(F)cc2)n1CC(=O)N(CC)CC` gave INS-1E GSIS act -39 and CFTR F508del cor -0.7.
`Cn1c(=O)n(C)c2cc([N+](=O)[O-])c(N3CCN(C(=O)c4ccc(Cl)cc4)CC3)cc21` gave INS-1E GSIS act -46 and CFTR F508del cor -2.3.
c1ccc2c(c1)OCc1nccn1-2 was read as INS-1E GSIS act 5 and CFTR F508del cor -1.4.
`S=C(Nc1ccc(Br)cc1Cl)NC1CCN(Cc2ccccc2)CC1` gave INS-1E GSIS act -27 and CFTR F508del cor 4.4.
Screening O=C(Cc1cccs1)NNC(=O)C12CC3CC(CC(C3)C1)C2 returned INS-1E GSIS act -9 and CFTR F508del cor -3.7.
`COc1ccc(NC(=O)COC(=O)CCCOc2ccc(Cl)cc2Cl)cc1Cl` gave INS-1E GSIS act 4 and CFTR F508del cor -1.0.
For COc1ccc2c3c(n(C)c2c1)[C@H](CO)N(C(=O)C1CC1)CC31CCN(CC2CCCC2)CC1 the results were INS-1E GSIS act 14 and CFTR F508del cor -1.4.
`C/C=C/c1ccc([C@H]2[C@@H](CO)N(C(=O)C3CC3)[C@H]2CNC(=O)CN(C)C)cc1` gave INS-1E GSIS act 6 and CFTR F508del cor -1.9.
`C/C=C/c1ccc(OCC(=O)Nc2ccc(OC)c(OC)c2)c(OC)c1` gave INS-1E GSIS act 3 and CFTR F508del cor 1.6.

Of the compounds above, these contain a CF3 group.
`COC(=O)c1ccc(C23CC4(C2)[C@H](CN(Cc2ccc(C(F)(F)F)cc2)[C@@H]4c2ccccc2)C3c2ccc(Cl)nc2)cc1` (some centres undefined) gave CFTR F508del cor 1.7 and FN deposition inh 3.
O=C(NNC(=O)c1ccccc1[N+](=O)[O-])Nc1ccccc1C(F)(F)F was read as INS-1E GSIS act 6 and CFTR F508del cor 2.0.

Going on with the list.
Screening Cc1nc2c(C(=O)NCCc3ccccc3)c[nH]n2c(=O)c1Cl returned INS-1E GSIS act -9 and CFTR F508del cor 0.3.
`CC(C)(O)C(=O)NNC(=S)NCc1ccco1` gave INS-1E GSIS act 17 and CFTR F508del cor 0.3.
`CC(C)[C@@H]1Cc2[nH]n(C)c(=O)c2[C@H](c2ccc(Cl)cc2)O1` gave INS-1E GSIS act 17 and CFTR F508del cor 2.2.
O=C(N/N=C\c1ccc(Br)o1)C1COc2ccccc2O1 (centres undefined) was read as INS-1E GSIS act 12 and CFTR F508del cor -3.3.
Screening CSc1nc(C)c(C(=O)C[n+]2ccc(C)cc2)cc1C#N returned INS-1E GSIS act 4 and CFTR F508del cor 0.1.
Screening Cc1ccccc1/C=N/Nc1ccc(Cl)nn1 returned INS-1E GSIS act 2 and CFTR F508del cor -1.3.
Screening O=S(=O)(Cc1ccccc1)NCC1CCCN(Cc2cccc3nonc23)C1 (centres undefined) returned INS-1E GSIS act 4 and CFTR F508del cor -1.6.
`Cc1ccc(C2NC(c3ccc(C)cc3)C(C)C(=NO)C2C)cc1` (centres undefined) gave INS-1E GSIS act 2 and CFTR F508del cor -0.8.
For COc1ccc(CN2CC3(CN(C(C)=O)C3)c3c([nH]c4cc(OC)ccc34)[C@H]2CO)cc1 the results were INS-1E GSIS act 11 and CFTR F508del cor 0.5.
COc1ccc2c3c([nH]c2c1)[C@H](CO)N(C(=O)Nc1ccc(F)cc1)CC31CCN(S(=O)(=O)c2cccc(C)c2)CC1 was read as INS-1E GSIS act -1 and CFTR F508del cor 5.6.
For O=C(NCCCn1ccnc1)c1ccc(N2CCCCCC2)c([N+](=O)[O-])c1 the results were INS-1E GSIS act -4 and CFTR F508del cor -2.8.
For CCOC(=O)N1CCC(NC(=O)c2cnn3c(C(F)(F)F)cc(-c4cccc(OC)c4)nc23)CC1 the results were INS-1E GSIS act -2 and CFTR F508del cor 2.4.
CCc1ccccc1NC(=O)c1ccc([N+](=O)[O-])s1 was read as INS-1E GSIS act 7 and CFTR F508del cor -1.0.
For COc1ccc(-c2ccc(N3C(c4cc(OC)cc(OC)c4)=Cc4ccc(OC)cc4C3CC(C)=O)cc2)cc1 (centres undefined) the results were INS-1E GSIS act -6 and CFTR F508del cor 2.4.
For O=C(CSc1cccc[n+]1[O-])Nc1cccc(S(=O)(=O)NC2=NCCCCC2)c1 the results were INS-1E GSIS act 11 and CFTR F508del cor -0.8.
COc1cc(NC(=S)NCc2cccnc2)cc(OC)c1 was read as INS-1E GSIS act -4 and CFTR F508del cor 1.5.
For CCCN=C(C)C1=C(O)c2ccccc2C1=O the results were INS-1E GSIS act 1 and CFTR F508del cor 1.1.
For CCN(CCn1cccn1)Cc1c(C(=O)N2CCCCCCC2)nc2ccc(Cl)cn12 the results were INS-1E GSIS act -28 and CFTR F508del cor -0.2.
For Cn1c(=O)c2c(c3ccccc31)OC(C)(C)C=C2 the results were INS-1E GSIS act 21 and CFTR F508del cor -7.1.
For CCCCNC(=S)N(C)N=C1CCC(c2ccccc2)CC1 (centres undefined) the results were INS-1E GSIS act -29 and CFTR F508del cor 0.7.
CC(=O)C(Cc1ccc(Cl)nc1)(Cc1ccc(Cl)nc1)C(C)=O was read as INS-1E GSIS act 14 and CFTR F508del cor 4.1.
`COCCNC(=O)c1ccc(-c2csc(C)n2)cc1` gave INS-1E GSIS act 13 and CFTR F508del cor 0.3.
`CCOC(=O)C1CCCN(C(=O)CC(C)c2ccccc2)C1` (centres undefined) gave INS-1E GSIS act 21 and CFTR F508del cor -3.9.
`COC(=O)CN1C(=O)N/C(=C/c2cc3c(cc2OC)OCO3)C1=O` gave INS-1E GSIS act 8 and CFTR F508del cor -0.5.
For CCOC(=O)[C@]12CCCC=C1N(Cc1ccc3c(c1)OCO3)C(=O)[C@H](CC(=O)N1CCCCC1)C2 the results were INS-1E GSIS act -3 and CFTR F508del cor 3.7.
`CC(C(=O)Nc1ccc2c(c1)OCCO2)N(C)Cc1c(F)cccc1Cl` (centres undefined) gave INS-1E GSIS act -12 and CFTR F508del cor 0.3.
`CN(C)Cc1ccccc1` gave INS-1E GSIS act 1 and CFTR F508del cor 0.6.
Screening Fc1ccc(NC(=S)Nc2cccnc2)cc1Cl returned INS-1E GSIS act -42 and CFTR F508del cor -0.4.
COc1ccc(/C=C/C(=O)N[C@H](C(=O)O)C(C)C)cc1 was read as INS-1E GSIS act 17 and CFTR F508del cor -2.7.
Screening O=C(C[C@@H]1C=C[C@H](NC(=O)C2CCOCC2)[C@@H](CO)O1)NCc1ccccc1Cl returned INS-1E GSIS act 3 and CFTR F508del cor 4.3.
O=[N+]([O-])c1cccc(C([O-])=C(C(=S)Nc2cccc3ccccc23)[n+]2ccccc2)c1 was read as INS-1E GSIS act 7 and CFTR F508del cor -1.3.
For CN(C)C(=O)[C@H]1[C@H](CO)[C@H]2Cn3c(ccc(-c4ccncc4)c3=O)[C@@H]1N2C(=O)NC1CCCC1 the results were INS-1E GSIS act -2 and CFTR F508del cor -1.0.
Screening COCCn1c(-c2ccc(Br)cc2)csc1=Nc1cccnc1 returned INS-1E GSIS act -1 and CFTR F508del cor -1.7.
`O=C(Nc1c(-c2cccs2)nc2ccccn12)c1ccccc1F` gave INS-1E GSIS act 0 and CFTR F508del cor 0.7.
`COCCN(CC(=O)NC1CCCCC1)C(=O)CCCC(=O)Nc1ccccn1` gave INS-1E GSIS act 5 and CFTR F508del cor 2.5.

Assay outcomes (PubChem)

Not all compounds are listed; count on the stated rates, not on these rows.
